# Arrestin-AP2 inh – inhibitors of beta-arrestin/AP2 binding, primary screen, biochemical, GPCR trafficking, flow cytometry; beta-arrestin 1 C-terminal peptide binding to AP2 beta2-adaptin appendage (human); FITC-arrestin peptide / GST-AP2 beads; AP2 beta2 appendage carries R879A mutation; inhibition, % at 10 µM; 340,000 tested, 0.31% active;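 active means inhibition above a set limit, near 3 SD of compounds lacking own fluorescence, cut at about 54% in these data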;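 further: plate controls were DMSO wells for no effect and 5 µM unlabelled arrestin peptide for full effect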
#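 System: GST-AP2 R879A glutathione beads; medium: PBS, Tween 20 0.05%, BSA 0.1%; reagent: fluorescein-tagged arrestin peptide at 50 nM final; schedule: pre-incubation 12 min, peptide binding 1 h, room temperature; detection: flow cytometry, FL1 (488/535 nm); read-out: inhibition as reduced fluorescein signal on beads, percent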
# OPRM1-OPRD1 inv – inverse agonists of MOR-DOR heterodimerization, primary screen, cell-based, luminescence; Mu-type opioid receptor (Homo sapiens) + Delta-type opioid receptor (Homo sapiens), …; cell-based MOR-DOR heterodimer luminescence, inverse agonism; inhibition, % at 9.3 µM; 340,000 tested, 0.21% active; AID 504357, 2011; in the data active means inhibition above about 22%, passing the limit was not always enough;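 further: 0% = cells with DMSO and 100% = wells without cells with DMSO; values of inactives mirror those of a sister screen read the other way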
# Target sequence (P35372 whole entry, looked up): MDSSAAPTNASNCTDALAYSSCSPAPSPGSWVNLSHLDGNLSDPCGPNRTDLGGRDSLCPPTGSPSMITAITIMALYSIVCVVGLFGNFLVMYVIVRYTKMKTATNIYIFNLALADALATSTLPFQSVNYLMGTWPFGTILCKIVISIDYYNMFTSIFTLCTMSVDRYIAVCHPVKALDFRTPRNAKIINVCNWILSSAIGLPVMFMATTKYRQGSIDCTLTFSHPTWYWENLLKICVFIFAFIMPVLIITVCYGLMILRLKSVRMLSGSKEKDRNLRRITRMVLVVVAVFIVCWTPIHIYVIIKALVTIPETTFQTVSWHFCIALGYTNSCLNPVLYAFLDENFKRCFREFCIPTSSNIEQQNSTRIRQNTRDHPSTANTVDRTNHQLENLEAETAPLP
# Target sequence (P41143 whole entry, looked up): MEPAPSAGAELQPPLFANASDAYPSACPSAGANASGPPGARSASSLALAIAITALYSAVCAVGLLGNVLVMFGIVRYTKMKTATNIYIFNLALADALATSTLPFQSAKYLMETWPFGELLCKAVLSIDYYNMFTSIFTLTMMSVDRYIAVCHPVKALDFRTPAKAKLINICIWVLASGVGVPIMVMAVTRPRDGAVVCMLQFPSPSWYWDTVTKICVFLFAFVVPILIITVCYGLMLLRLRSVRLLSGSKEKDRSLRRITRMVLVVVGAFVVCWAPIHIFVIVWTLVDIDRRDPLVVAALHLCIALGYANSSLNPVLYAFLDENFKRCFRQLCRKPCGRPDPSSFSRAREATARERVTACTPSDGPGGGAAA
# Tat transport – E. coli Tat export inhibitors, primary screen, MC4100, TorA-mCherry reporter, fluorescence, single point; inhibition, % at 10 µM; 340,000 tested, 0.036% active; AID 488895, 2010;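 active means mean replicate inhibition at least 50% and at least half of replicates individually reaching 50%; inconclusive means only one of the two criteria met; inactive means neither criterion met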;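 further: exported cargo escapes ClpAP degradation while cytoplasmic cargo is degraded and loses fluorescence; 0% = median of neutral control wells and 100% = median of NaSCN control wells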
# OPRM1-OPRD1 ag – agonists of OPRM1-OPRD1 heterodimerization, primary screen, cell-based, luminescence. activation, % at 9.3 µM. 340,000 tested, 0.3% active. AID 504326, 2011. cells. Mu-type opioid receptor (Homo sapiens) + Delta-type opioid receptor (Homo sapiens), …; in the data active means activation above about 18%;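 further: 0% = vehicle-treated cells and 100% = reference agonist; values of inactives mirror those of a sister screen read the other way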
# PfHsp90 set2 – growth inhibition of PfHsp90-expressing yeast, primary screen, antimalarial PfHsp90 inhibitor project, S. cerevisiae, BacTiter-Glo luminescence, single point, set 2. BacTiter-Glo ATP, 48 h; yeast lacking PDR1 and PDR3 efflux regulators. 310,000 tested, 0.32% active. inhibition, % at 9.4 µM;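 active means every replicate shows inhibition above about 80%, whatever the replicate mean, limit read from the data; inconclusive means mean inhibition reaches the set limit but some replicate falls short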;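 further: 0% = DMSO neutral controls and 100% = 20 µM radicicol positive controls; yeast relying on Plasmodium falciparum Hsp90 in place of its own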
# Ecoli viability – E. coli V3065 growth inhibition, primary screen, counter-screen for AddAB inhibitor project, absorbance, OD600. 18 h. inhibition, % at 11.9 µM. 330,000 tested, 0.27% active. AID 449728, 2010;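 active means inhibition above the campaign's mean inhibition across all tested compounds plus 3 SD, cut at about 9.9% in these data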;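 further: uninfected addAB+ strain grown without phage in ampicillin broth; 0% = DMSO wells and 100% = ciprofloxacin 0.95 µg/ml wells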
# phage Ecoli inh – growth loss of phage-infected E. coli, primary screen, RecBCD inhibitor project, absorbance, with phage, HTS. inhibition, % at 11.9 µM. AID 651602, 2012. 360,000 tested, 0.26% active; in the data active means inhibition above about 11%
# PKA-R1A activ – activators of PKA-R1A holoenzyme, primary screen, biochemical, fluorescence polarization, Cy5-IP20, bovine R1A, mouse PKAc | cAMP-dependent protein kinase type I-alpha regulatory subunit (Bos taurus) + … | PKA-R1A dissociation; scaled: DMSO 0%, 113 µM cGMP 100% | activation, % at 11.4 µM | 340,000 tested, 0.083% active;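 active means percent activation above the mean of all tested compounds plus 3 SD, cut at about 19% in these data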;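 further: higher means more PKAc released from R1A so a rise in polarization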
# DSG3 Ab inh – inhibitors of pemphigus antibody binding to DSG3, primary screen, biochemical, bead-based, flow cytometry, scFv-GFP; Desmoglein-3 (Homo sapiens), P32926; AID 588358, 2011; 310,000 tested, 0.48% active; binding (percent of control), % at 10 µM; DSG3-coupled beads, scFv-anti-DSG3-GFP binding; hits give low values;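 active means binding more than 3 SD below its plate's average and above zero; inconclusive means below that plate limit but binding exactly zero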;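 further: hits lower antibody fragment binding to DSG3; some compounds called inactive have numbers as strong as hits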
# SUMO Mot1 rescue – yeast Mot1-301 growth rescue at high temperature, primary screen, SUMOylation pathway inhibitor project, S. cerevisiae, ATP luminescence, 38.5C | S. cerevisiae Mot1-301 growth rescue; percent above DMSO median, 100 means doubled | growth rescue, % at 18.8 µM | 320,000 tested, 1% active;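 active means every valid replicate shows activation above 250% relative to neutral control wells; inactive means the rest, any valid replicate at or below 250%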;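 further: OY570 slx delta 5 strain wells were the positive control but not used for scaling; some compounds called inactive have numbers as strong as hits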
# AddAB inh – growth inhibition of E. coli expressing H. pylori AddAB, primary screen, AddAB inhibitor project, absorbance | inhibition, % at 11.9 µM | 330,000 tested, 0.29% active; in the data active means inhibition above about 12%;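 further: 0% = vehicle wells of infected cells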
# * = called active by the depositor; ? = inconclusive; . = no result given.
SMILES,Arrestin-AP2 inh,OPRM1-OPRD1 inv,Tat transport,OPRM1-OPRD1 ag,PfHsp90 set2,Ecoli viability,phage Ecoli inh,PKA-R1A activ,DSG3 Ab inh,SUMO Mot1 rescue,AddAB inh
CC(OC(=O)CNC(=O)c1ccc2ccccc2c1)C(=O)NC1CCCCC1C (centres undefined),9,6,4,-1.0,-9,-0.3,-0.6,-1,113,-2,4.0
NS(=O)(=O)c1ccc(CCNC(=O)CSc2ccsc2[N+](=O)[O-])cc1,12,2,-1,-0.4,-28,15*,7.0,-11,97,7,16*
Cc1ccc(C(=O)c2cnc3ccccc3c2-c2ccccc2)cc1,-7,-29,?,5.2,-6,-0.5,2.8,-7,.,8,1.5
O=C(NC1CCCCC1)C(c1cccnc1)N(C(=O)c1csnn1)c1ccccc1F (centres undefined),22,10,0,-1.2,21,1.5,2.4,-6,103,16,3.4
O=C(Nc1cc(S(=O)(=O)N2CCOCC2)ccc1Cl)c1ccncc1,-11,9,0,-1.7,.,0.2,3.5,2,91,-28,-0.8
CC(C)n1ncc2c(C(=O)Nc3ccc(CC#N)cc3)cc(C3CC3)nc21,22,-9,-1,2.4,4,2.5,2.4,1,.,8,-0.6
Cc1cccc2cc(CN(CC3CCCO3)C(=S)Nc3ccccc3)c(=O)[nH]c12 (centres undefined),-2,3,2,-0.6,-21,3.6,3.5,-8,102,-1,1.3
CC(C)CN(C(=O)CN1CCCCCC1)c1c(N)n(CC(C)C)c(=O)[nH]c1=O,2,-7,2,1.4,-12,-0.9,3.4,-13,96,-6,1.7
COCCN1C(=O)N(c2cccc(OC)c2)C(=O)C1CC(=O)Nc1ccc(OC)cc1 (centres undefined),-2,10,2,-1.8,-2,0.5,1.8,2,113,-11,2.8
O=C(NC1CCCCCC1)c1ccc(CS(=O)(=O)Cc2ccccc2F)o1,4,14,-5,-2.7,16,1.8,0.5,9,.,6,2.9
Cc1ccccc1N(CC(=O)O)S(C)(=O)=O,3,15,6,-3.1,20,0.1,-0.9,-4,115,20,2.9
Cc1cc(Cl)c2oc(C(=O)N3CCN(c4cccc(C)n4)CC3)c(C)c2c1,-10,0,1,-0.1,-7,-0.6,0.4,-1,100,-8,1.0
COc1cc(OC)c(OC)cc1CN1CCN(c2ccccc2OC)CC1,2,-4,-3,0.8,-9,2.6,-0.6,0,99,-12,1.0
CN(CC(=O)Nc1cccc(F)c1)C(=O)c1cn(-c2ccccc2)nc1-c1ccc(F)cc1,-17,-9,10,2.4,-40,3.9,0.8,-16,.,2,4.2
COc1ccc(S(=O)(=O)NC(CC(=O)O)c2ccco2)cc1 (centres undefined),-10,11,2,-1.8,19,1.9,2.8,-8,97,-5,2.1
CCCCOCCCNC(=O)CCCOc1ccccc1,3,8,1,-1.6,-25,2.6,-1.7,-2,96,7,3.2
CCO[C@H]1OC(C(=O)N2CCOCC2)=C[C@@H](c2coc3ccccc3c2=O)[C@@H]1CCCO,25,17,2,-3.1,-16,-0.2,4.1,3,94,9,-0.1
COc1cc(CN2CCNC(=O)C2CC(=O)N2CCCO2)cc(OC)c1 (centres undefined),8,7,-5,-1.3,-70,-1.1,3.8,9,108,0,3.3
C=CCSc1nnc(-c2nnc(SCC=C)n2-c2ccccc2)n1-c1ccccc1,-4,21,-1,-3.6,23,1.1,0.6,-8,100,.,-2.9
COc1ccc2[nH]cc(/C=N/NS(=O)(=O)c3ccc(C)cc3)c2c1,8,-14,5,2.7,-13,2.8,3.3,-5,107,-16,5.5
CC(C)(C)NC(=O)C(c1ccccn1)N(C(=O)C1CSC(=O)C1)c1ccccc1F (centres undefined),36,13,-8,-2.5,22,1.0,2.1,1,102,-4,5.4
N#Cc1ccccc1OCC(=O)Nc1cccc(S(=O)(=O)N2CCCCCC2)c1,-8,11,4,-2.8,-1,0.5,2.4,-4,100,1,1.1
Cc1ccc(C(=O)N2CCCCC2)cc1S(=O)(=O)N1CCOCC1,-11,13,-11,-2.4,1,-1.8,1.0,9,115,-1,4.3
COCc1nnc(NC(=O)CC(C)c2ccccc2)s1 (centres undefined),16,12,12,-1.9,30,2.2,1.1,8,.,8,4.0
O=C(NCc1ccco1)c1cccn2c(=O)c3sccc3nc12,-3,14,-12,-2.9,4,-1.9,0.2,-2,98,4,3.0
OCCNc1ncnc2c1cnn2Cc1ccccc1,12,12,-6,-2.6,3,.,0.2,-10,96,-20,.
Cc1csc(NC(=O)c2cccnc2)n1,5,0,-9,0.1,2,0.7,-3.3,-12,100,24,1.8
CCC(C)NC(=O)CSc1ncccc1C(=O)O (centres undefined),-15,-4,4,0.6,.,-2.0,0.9,-6,99,-18,1.1
C[N+](C)(C)C[C@H](O)CC(=O)O,1,5,-7,-0.9,8,-1.6,2.4,-13,111,3,-0.9
CCOC(=O)c1c(S(=O)(=O)N2CCC(C)CC2)c(C)n(C)c1C,-12,7,-3,-1.4,-5,1.3,2.1,-17,125,1,-0.8

# (continued)
SMILES,Arrestin-AP2 inh,OPRM1-OPRD1 inv,Tat transport,OPRM1-OPRD1 ag,PfHsp90 set2,Ecoli viability,phage Ecoli inh,PKA-R1A activ,DSG3 Ab inh,SUMO Mot1 rescue,AddAB inh
Cc1ccccc1CN1C[C@@H]2C[C@@H](c3cn(C)nc3-c3ccccc3)N3CCC[C@@]23C1=O,7,23,10,-4.5,16,-0.2,1.7,-8,106,7,-0.7
CCC(=O)c1cc(F)ccc1OCC(=O)N1CCN(c2ccc(F)cc2)CC1,-6,-12,-6,2.1,25,0.5,1.8,-3,109,-2,2.9
Cn1cnc(C(F)(F)F)c1-c1ccc([N+](=O)[O-])cc1,2,-3,11,0.5,-19,-0.5,-1.0,7,.,-12,2.8
Cc1nc2cc3nc(C(F)(F)F)[nH]c3cc2[nH]1,-5,-11,-21,2.0,-20,1.0,1.6,-3,101,15,2.5
COc1ccc(-c2sc3ccccc3c2-c2ccc(OCCN3CCCCC3)cc2)cc1,9,-19,16,4.1,23,-1.1,0.1,0,128,-21,1.2
Cc1ccnc(NC(=O)/C=C/c2cccs2)c1,1,-1,13,0.1,-3,0.5,3.5,-11,105,255,3.4
CCN(CC(=O)Nc1ccc(NC(C)=O)cc1)C(=O)/C=C/c1ccccc1,3,9,-1,-1.4,12,-1.0,2.5,0,102,6,-1.9
N#Cc1ccc(NC(=O)CN2C(=O)NC3(CCCC3)C2=O)cc1,36,1,5,-0.2,15,0.2,-0.1,15,94,4,2.8
CCN(C(=O)CSc1nc2ccc([N+](=O)[O-])cc2s1)C1CCS(=O)(=O)C1 (centres undefined),-16,4,-6,-0.8,7,-4.7,2.8,-9,118,-9,-1.3
CC(C)Oc1cccc(C(=O)Nc2ccc(N3CCN(C)CC3)cc2)c1,-12,17,-4,-3.4,1,0.9,2.2,-2,121,21,1.5
O=C(NCc1ccccc1)C1CCC(=O)N(CCCN2CCCC2=O)C1 (centres undefined),14,14,-10,-2.7,-7,-0.4,-0.6,0,98,-12,2.2
O=C(NC1CCCCC1)c1cc(S(=O)(=O)N2CCOCC2)c(Cl)cc1Cl,12,-25,0,3.2,2,2.8,-0.4,1,101,-13,4.1
CS(=O)(=O)N1CCN(c2ccc(NC(=O)COc3ccccc3[N+](=O)[O-])cc2)CC1,8,7,-7,-1.2,16,-1.4,0.4,-1,.,-9,3.0
CC(C)N(Cc1nc(-c2ccccc2)no1)C(=O)CN(C)S(=O)(=O)c1ccc(Br)cc1,27,7,8,-1.3,.,-2.3,3.1,-4,92,20,-0.7
COc1cc(SC)ccc1C(=O)N(C)CC(=O)Nc1cccc2ccccc12,-3,-5,2,1.3,-4,2.1,-0.4,8,104,-7,0.4
Cc1c(C(=O)N2CCCCC2)c(S(=O)(=O)N2CCN(c3ccc(Cl)cc3)CC2)c(C)n1C,4,2,2,-0.3,-8,2.5,1.9,-1,96,6,3.0
CCOc1ccc(CN2CCC(n3nccc3NC(=O)CCCc3ccccc3)CC2)cc1,7,-1,4,0.2,12,0.4,1.1,-3,.,-3,2.5
CC[C@@H](C)[C@H](NC(=O)OCc1ccccc1)c1nnc([C@@H](NC(=O)OCc2ccccc2)[C@@H](C)CC)o1,-2,4,11,-0.7,22,-3.1,2.2,-3,106,6,1.1
Cc1ccc(C(=O)CCNc2ccc(F)c(Cl)c2)o1,3,-3,-1,0.5,9,0.7,1.4,9,.,0,2.3
C=CCNc1nc(Cl)nc(Nc2cc(Cl)ccc2OC)n1,20,-41,1,8.8,-19,.,-0.2,5,80,120,.

# Copied from the list.
# COc1ccc(-c2sc3ccccc3c2-c2ccc(OCCN3CCCCC3)cc2)cc1 @ PfHsp90 set2 = 23
# CCOc1ccc(CN2CCC(n3nccc3NC(=O)CCCc3ccccc3)CC2)cc1 @ Arrestin-AP2 inh = 7

# Compound profiles, from the list above. Screens in order: Arrestin-AP2 inh | OPRM1-OPRD1 inv | Tat transport | OPRM1-OPRD1 ag | PfHsp90 set2 | Ecoli viability | phage Ecoli inh | PKA-R1A activ | DSG3 Ab inh | SUMO Mot1 rescue | AddAB inh
# Profile of O=C(NCc1ccccc1)C1CCC(=O)N(CCCN2CCCC2=O)C1 (centres undefined) : 14 | 14 | -10 | -2.7 | -7 | -0.4 | -0.6 | 0 | 98 | -12 | 2.2
# Profile of CCN(CC(=O)Nc1ccc(NC(C)=O)cc1)C(=O)/C=C/c1ccccc1 : 3 | 9 | -1 | -1.4 | 12 | -1.0 | 2.5 | 0 | 102 | 6 | -1.9
# Profile of CCC(=O)c1cc(F)ccc1OCC(=O)N1CCN(c2ccc(F)cc2)CC1 : -6 | -12 | -6 | 2.1 | 25 | 0.5 | 1.8 | -3 | 109 | -2 | 2.9
# Profile of CCN(C(=O)CSc1nc2ccc([N+](=O)[O-])cc2s1)C1CCS(=O)(=O)C1 (centres undefined) : -16 | 4 | -6 | -0.8 | 7 | -4.7 | 2.8 | -9 | 118 | -9 | -1.3

# Source: PubChem
